# ST2 IL33 inh = inhibitors of human ST2 (IL1RL1) binding to IL-33; Q01638; 2.3% of 78,000 active; AID 1259354; inhibition, % for hits at 17 µM; AlphaLISA ST2-Fc/biotin-IL-33 interaction, 1 h; in the data active = inhibition above about 30%; inconclusive = mostly about 10% to 28%
# Target sequence (Q01638 whole entry, looked up): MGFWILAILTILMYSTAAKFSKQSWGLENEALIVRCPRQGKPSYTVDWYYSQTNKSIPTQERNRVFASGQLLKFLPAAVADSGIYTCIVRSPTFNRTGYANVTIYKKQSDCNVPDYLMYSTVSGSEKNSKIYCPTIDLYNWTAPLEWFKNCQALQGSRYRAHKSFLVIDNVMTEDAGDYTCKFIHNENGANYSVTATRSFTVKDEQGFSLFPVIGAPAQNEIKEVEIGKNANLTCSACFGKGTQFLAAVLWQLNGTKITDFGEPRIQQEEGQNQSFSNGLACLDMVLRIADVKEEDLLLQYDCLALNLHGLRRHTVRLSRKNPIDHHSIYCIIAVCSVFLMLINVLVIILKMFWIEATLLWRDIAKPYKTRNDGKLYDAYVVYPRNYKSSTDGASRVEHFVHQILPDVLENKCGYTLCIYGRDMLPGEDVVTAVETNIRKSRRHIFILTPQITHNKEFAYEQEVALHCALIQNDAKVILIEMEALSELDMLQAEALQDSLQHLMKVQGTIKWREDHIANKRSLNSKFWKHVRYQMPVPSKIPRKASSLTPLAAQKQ
# An asterisk follows results filed as active; i = inactive; ? = inconclusive. Only part of the results is shown, so the mix of outcomes need not match the whole.
# Start of the listing, in advance, six compounds:
SMILES,ST2 IL33 inh
CCOC(=O)C1(Cc2ccccc2Cl)CCN(C(=O)C#Cc2ccccc2)CC1,i
Cc1cccc(NC(=O)Cn2c(=O)n(-c3cc(C)cc(C)c3)c(=O)c3sccc32)c1,i
CCc1ccc2occ(CC(=O)NCc3cccnc3N(C)C)c2c1,i
CN1[C@H](C(=O)O)C[C@H](C(=O)NC2CCOCC2)[C@@H]1c1cccc(Cl)c1,i
Cc1nc(S(=O)(=O)c2ccc(Cl)cc2)c(N2CCOCC2)o1,?
CCCS(=O)(=O)c1c(S(=O)(=O)CCC)c2ccc(C(N)=O)cn2c1C(=O)c1ccccc1,i

# The list itself, previewed entries included:
SMILES,ST2 IL33 inh
CCOC(=O)C1(Cc2ccccc2Cl)CCN(C(=O)C#Cc2ccccc2)CC1,i
Cc1cccc(NC(=O)Cn2c(=O)n(-c3cc(C)cc(C)c3)c(=O)c3sccc32)c1,i
CCc1ccc2occ(CC(=O)NCc3cccnc3N(C)C)c2c1,i
CN1[C@H](C(=O)O)C[C@H](C(=O)NC2CCOCC2)[C@@H]1c1cccc(Cl)c1,i
Cc1nc(S(=O)(=O)c2ccc(Cl)cc2)c(N2CCOCC2)o1,?
CCCS(=O)(=O)c1c(S(=O)(=O)CCC)c2ccc(C(N)=O)cn2c1C(=O)c1ccccc1,i
c1ccc(Cc2nc(C34CC5CC(C3)CC(n3cncn3)(C5)C4)n[nH]2)cc1,i
COC(=O)[C@H](Cc1ccc(OC)cc1)NC(=O)[C@H]1CN(S(=O)(=O)c2ccccc2)CCN1S(=O)(=O)c1ccccc1,i
O=C(CN1CCN(Cc2ccccc2Cl)S1(=O)=O)Nc1ccc(Cl)cc1F,i
CCCc1nc(CN(CC)C(=O)c2csnn2)no1,?
COc1ccc(N(C(C)C(=O)Nc2ccc3c(c2)OCCO3)S(C)(=O)=O)cc1 (stereo not given),?
COc1cc2c(cc1CN1CCCC1c1nc(C(C)C)no1)OCCCO2 (stereo not given),i
Cn1cc(CN2CCN(Cc3cccs3)C(CCO)C2)c(-c2ccccc2)n1 (stereo not given),i
O=C(c1cn(Cc2ccccc2F)nn1)N1CCCC(C(=O)N2CCOCC2)C1 (stereo not given),i
CCCC(=O)Nc1cc(Cl)ccc1OCc1cc(=O)n2oc(C)cc2n1,i

# Given with each value named: part of the list above.
CCCc1nc(CN(CC)C(=O)c2csnn2)no1
  ST2 IL33 inh: ?
O=C(c1cn(Cc2ccccc2F)nn1)N1CCCC(C(=O)N2CCOCC2)C1 (stereo not given)
  ST2 IL33 inh: i
CCOC(=O)C1(Cc2ccccc2Cl)CCN(C(=O)C#Cc2ccccc2)CC1
  ST2 IL33 inh: i
c1ccc(Cc2nc(C34CC5CC(C3)CC(n3cncn3)(C5)C4)n[nH]2)cc1
  ST2 IL33 inh: i

# Carrying on.
SMILES,ST2 IL33 inh
COc1cc(Cl)c(S(=O)(=O)NCc2ccc3c(c2)OCO3)cc1Cl,i
CCOC(=O)c1cnc2ccccc2c1Nc1ccc(OCC)cc1,i
CCN(c1ccccc1)S(=O)(=O)c1cc(Br)cc2c1N(C(C)=O)C(C)C2 (stereo not given),i
Cc1c(NCc2cccnc2)cccc1C(=O)NC(C(=O)N(C)C)c1ccccc1 (stereo not given),i
O=C(NCc1ccccc1)NC1CCS(=O)(=O)C1 (stereo not given),i
CC(C)(C)SCCNC(=O)c1cccc([N+](=O)[O-])c1,i
CC1CN(c2ccccc2)CCN1C(=O)CCN1CCCCCC1=O (stereo not given),i
CC(C)c1cccc(OCCCN(C)C)c1,i
COc1cc(C2Nc3ccccc3NC3=C2C(=O)CCC3)ccc1O (stereo not given),i
COc1ccc(-n2nc3c(c2NC(=O)c2cccc(F)c2)CS(=O)C3)cc1 (stereo not given),i
O=C(c1ccc(Br)o1)N1CCCC1,i
O=C(Nc1scc(-c2ccccc2)c1C(=O)O)c1cccc(Br)c1,i
CCOc1ccc2nc(N3CCCC(C(=O)N(C)Cc4cn(C)nc4C)C3)nc(C)c2c1 (stereo not given),?
CC1=NN(c2cccc(Cl)c2)C(=O)/C1=C\c1ccco1,44.0%*
C#CCOc1cc(Br)c(/C=C2/NC(=O)NC2=O)cc1OCC,i
COc1ccccc1-n1c(SCC(=O)NCc2ccc(F)cc2)nc2c(c1=O)SCC2,?
O=C(c1cccn2c(=O)c3sccc3nc12)N1CCOCC1,i
CCCCOC(=O)COc1ccc2c(=O)c(-c3ccccc3OC)coc2c1,i
Cc1ccc(C2(c3noc(CN4CCN(c5nc6ccccc6o5)CC4)n3)CCCC2)cc1,i
CN(C(=O)c1noc2c1CCc1ccccc1-2)c1ccccc1,i
O=c1ccn([C@@H]2O[C@H](COP(=O)(O)OP(=O)(O)O)[C@@H](O)[C@H]2O)c(=O)[nH]1,?
Clc1cc(N2CCCCC2)nc(N2CCCCC2)n1,i
CC(C)(C)C(=O)Nc1ncc(S(=O)(=O)c2ccc([N+](=O)[O-])cc2)s1,?
Cc1cccc(NC(c2ccccc2[N+](=O)[O-])c2ccc3ccc(C)nc3c2O)n1 (stereo not given),?
O=C1S/C(=C\c2ccc(Cl)cc2Cl)C(=O)N1CN1CCOCC1,i
O=C(O)CSc1nc2ccccc2[nH]1,i
CCC(=O)N[C@@H]1c2ccccc2C2(CCN(C(=O)c3ccc(C#CC(C)(C)O)cc3)CC2)[C@H]1OC,i
CSCCCN1CCN(Cc2cccc(F)c2)C(=O)C1,i
CCOc1ccc(CCNC(=O)c2cccn2-c2nnc(N3CCCCC3)s2)cc1,?
Cc1ccc(F)c(C(=O)N2CCc3nnc(CCc4ccccc4)n3CC2)c1F,?
Cc1cc(NC(=O)CSc2nc3c(sc4ccccc43)c(=O)n2Cc2ccccc2)n[nH]1,i
Cc1cccn2c(=O)c3cc(C(=O)N4CCN(c5ccccc5F)CC4)n(C)c3nc12,i
COc1ccc(N2CCN(C(=O)c3cn(C)c(=O)c4c3c3ccccc3n4C)CC2)cc1,i
CCOC(=O)C1(Cc2ccc(F)cc2F)CCCN(C(=O)c2ccc3c(c2)no[n+]3[O-])C1 (stereo not given),?
O=C(c1ccc(Cl)cc1Cl)N1CCCC1,i
CCc1cc(CN(C)Cc2nc(-c3cc(OC)ccc3F)oc2C)on1,i
c1nc(C2CCNCC2)cc(N2CC3CC4CC2C[C@@H](C4)C3)n1,?
Cc1c(NC(=O)c2cc(-c3cccc(Cl)c3)on2)c(=O)n(-c2ccccc2)n1C,i
COc1ccc(/C=C2/C(C)=C(C#N)c3nc(N)c(C#N)c(C)c32)c(OC)c1,43.0%*
O=C(CSc1ccccc1)N1CCN(c2ccc([N+](=O)[O-])cc2)CC1,?
COCc1cn([C@H]2CO[C@H]3[C@@H]2OC[C@H]3OC)nn1,i
Nc1cc(C(=O)N2CCN(C(=O)c3ccccc3)CC2)[nH]n1,?
COc1ccc(-c2ccnc(N[C@H]3CO[C@H]4[C@@H]3OC[C@@H]4NC(=S)NCC(C)C)n2)cc1,i
O=C(O)C[C@@H]1CCN(C(=O)c2ccco2)C[C@@H]1CCN1CCN(c2cccc(C(F)(F)F)c2)CC1,?
O=C(COc1ccc(Cl)cc1Cl)NCCSc1c[nH]c2ccccc12,i
O=[N+]([O-])c1ccc(CN2CCCCCC2)cc1,i
COc1cc(/C=C2/SC(=Nc3ccccc3)NC2=O)ccc1O,38.0%*
CCC1CCCCN1CCCNC(=O)c1cc(-c2ccncc2)nc2ccccc12 (stereo not given),i
CC(C)c1cc(C(=O)NC(C)c2ccccc2)no1 (stereo not given),i
Cc1ccc(NC(=O)c2cnc3scc(C)n3c2=O)cc1,i
CC(C)NC(=O)N1CCC(Cn2cc(CN(C)CCO)nn2)CC1,i
COc1cc(-c2[nH]nc3c2C(c2ccncc2)C(C#N)=C(N)O3)cc(OC)c1OC (stereo not given),i
COc1cc(C(=O)N2CCC(C(=O)Nc3cccc(C)c3C)CC2)cc(OC)c1OC,i
COc1ccc(/C=C/C(=O)N2CCCC(CCC(=O)NC3CC3)C2)cc1 (stereo not given),i
O=S(=O)(c1ccccc1)c1nc(-c2ccccc2F)oc1NCc1ccccc1,?
Cn1c(NCCc2ccccc2)nc2c1c(=O)n(Cc1ccc(F)cc1)c(=O)n2C,i
FC(F)(F)c1cc(-c2ccccc2)nc(N2CCCC2)n1,i
CC1=C(C(=O)Nc2ccc(C)cc2C)C(c2ccc([N+](=O)[O-])cc2)n2ncnc2N1 (stereo not given),i
COc1ccccc1CNC(=O)C(NS(=O)(=O)c1cccs1)C(C)C (stereo not given),i
CC1=C(C(=O)Nc2ccccc2C)C(c2ccccc2Cl)C(C#N)=C(SCC(N)=O)N1 (stereo not given),?

# Quoted at random: 4 entries already listed, in no set order.
SMILES,ST2 IL33 inh
CC1=C(C(=O)Nc2ccc(C)cc2C)C(c2ccc([N+](=O)[O-])cc2)n2ncnc2N1 (stereo not given),i
O=[N+]([O-])c1ccc(CN2CCCCCC2)cc1,i
COc1cc(-c2[nH]nc3c2C(c2ccncc2)C(C#N)=C(N)O3)cc(OC)c1OC (stereo not given),i
COc1ccccc1CNC(=O)C(NS(=O)(=O)c1cccs1)C(C)C (stereo not given),i

# Following part.
SMILES,ST2 IL33 inh
O=c1oc(/C=C/c2cccc([N+](=O)[O-])c2)nc2ccc(Br)cc12,?
CCC(C)NC(=O)c1cc(-c2cccs2)on1 (stereo not given),i
O=C(CSc1nc2ccc(NC(=O)c3ccccc3F)cc2s1)NCC1CCCO1 (stereo not given),i
O=C(C#Cc1ccc([N+](=O)[O-])cc1)c1ccccc1,33.0%*
Cc1csc(CNC(=O)c2sc3ncnc(N4CCCCCCC4)c3c2C)n1,?
CCCC(C)NC(=O)Cc1ccccc1OC (stereo not given),i
COc1ccccc1-n1c(SCC(=O)Nc2cccc(Cl)c2)nc2c(c1=O)SCC2,i
CCc1nnc(NC(=O)c2ccc([N+](=O)[O-])cc2)s1,i
COc1ccc(CCN(C)CC(=O)Nc2c(C)cc(C)cc2C)cc1OC,i
CCOC(=O)c1cnc2c(C)c(Cl)ccc2c1Nc1cccc(O)c1,?
CCCOC(=O)CSC1=C(C#N)C(c2cccc(Cl)c2Cl)CC(=O)N1 (stereo not given),i
CCOC(=O)CNS(=O)(=O)c1cc(-c2nnc(Nc3ccccc3)c3ccccc23)ccc1C,i
CCOc1cc(/C=C2/C(=O)N(c3ccc(C)c(C)c3)N=C2C)cc(I)c1O,?
Cc1cc(C(F)(F)F)c(C#N)c(SCC(=O)c2ccc(Br)cc2)n1,?
CNC[C@H](O)c1cccc(O)c1,?
CC(C)c1cc(C(=O)N2CC(c3ccncc3)C2)on1,i
O=C(Nc1cccc(-c2cccc(Cl)c2)c1)C1CCN(C(=O)C2CC=CCC2)CC1 (stereo not given),i
CN1[C@@H](CCC(=O)NCc2ccccc2)CNC(=O)[C@@H]2[C@H]1CCN2Cc1ccc(O)cc1,i
Brc1ccc(CN2CCN(c3ccccn3)CC2)s1,i
Cc1n[nH]c(C)c1S(=O)(=O)N1CCC(C(=O)NC2CCCCC2C)CC1 (stereo not given),i
Cc1ccsc1C1N(c2ccc(Cl)c(Cl)c2)C(=O)C2CCCN21 (stereo not given),i
CC(C)CCN1C(=O)N(CCN(C)C)C(=O)C12CCN(Cc1nc3ccccc3n1C)CC2,?
CCOc1ccc(/C=c2\sc3n(c2=O)CN(c2cccc([N+](=O)[O-])c2)CN=3)cc1,?
CCN(CC)CCNC(=O)c1cnc(N2CCN(c3ccccn3)CC2)c2ccccc12,i
COCC(C)NC(=O)c1cc(-c2ccc3c(c2)OCO3)on1 (stereo not given),i
CCOC(=O)C1CCN(C(=O)c2ccc3nc4ccc(Cl)cc4c(=O)n3c2)CC1,i
Cc1ccc(Cl)c(NC(=O)NCCc2nc3cccnc3n2-c2ccccc2)c1,i
Cc1cc(NC(=O)Cc2ccc(F)cc2)no1,i
O=c1[nH]c2ccc(S(=O)(=O)N3CCCC3)cc2s1,i
O=C(c1ccccc1F)N1CCN=C1SCc1ccccc1F,i
CC(C)(C)C1CCc2onc(C(=O)Nc3cccc(Cl)c3)c2C1 (stereo not given),i
Cc1nn(CCCC(=O)Nc2cccnc2Cl)c(C)c1[N+](=O)[O-],i
CN1CCCn2nc(C(=O)N3CCN(Cc4ccc(F)cc4)C(=O)C3)cc2C1,?
O=C(Nc1nc(-c2ccccc2)cs1)c1ccc(S(=O)(=O)N2CCc3ccccc3C2)cc1,?
CCC1(c2ccccc2)C(=O)NCNC1=O,i
COc1ccc(CC(=O)c2c(O)cc(O)cc2O)cc1OC,?
CN1[C@@H](CCC(=O)NCc2cccnc2)CNC(=O)[C@@H]2[C@H]1CCN2Cc1ccc(O)cc1,?
CCC(C)NC(=O)Cc1cn(C)c2ccccc12 (stereo not given),i
CC(C)(NC(=O)c1cccs1)C(=O)NCC(O)c1ccccc1 (stereo not given),i
COc1c(O)cc2c(=O)c3c(O)cc(O)c(CC=C(C)C)c3oc2c1CC=C(C)C,?
O=S(=O)(NC[C@H]1O[C@@H](CO)[C@@H](O)[C@H]1N1CCCCC1)c1ccc(Cl)cc1,i
CCCOc1ccc(N2C(=O)C3C(C2=O)C2C=CC3C23CC3)cc1 (stereo not given),i
CN1CCN(c2nc3c(c(=O)n(C)c(=O)n3C)n2Cc2cccc(Cl)c2)CC1,?
CC(C)c1cc(C2CCN(Cc3ccc(-c4ccn[nH]4)o3)CC2)[nH]n1,i
N#CSc1ccc(NC2(c3ccccc3)C(=O)c3ccccc3C2=O)cc1,34.0%*
O=C(c1cccc(Cn2cccn2)c1)N1CCOC(c2ccc(F)cc2)C1 (stereo not given),i
CCc1nccn1Cc1nc(-c2cc(C)c(OC)cc2C)oc1C,i
O=C(NCc1ccc(F)cc1)c1cc(-c2ccc(Cl)c(Cl)c2)on1,i
COc1cc(C(=O)N2CCOC(CCN(C)C)C2)ccn1 (stereo not given),i
CCOC(=O)c1c(C)oc2cc(Br)c(OC(=O)C(C)(C)C)cc12,i
Clc1ccc(OCc2cn3cccnc3n2)cc1,i
COc1ccc2cc3cc(C(=O)NCCc4ccc(Cl)cc4)oc3nc2c1,i
CC1=Nc2cc(-c3ccc(C)cc3)nn2C(=O)C1,i
FC(F)(F)c1nnc2n1N=C(c1ccc(Cl)cc1)CS2,i
Cc1nc(C)c(CN2CCCCC2C(=O)Nc2ccc(Oc3ccccc3)nc2)nc1C (stereo not given),i
CC(=O)N1c2ccccc2NC2=C(C(=O)CC(C)(C)C2)C1CC1CC=C(C)C1(C)C (stereo not given),?
